Compound activity as filed in PubChem.
MT1-MMP act inh: MT1-MMP (human) activation inhibition | P50281 | HT1080 RFP-PRO-GFP cells, GFP/RFP ratio fluorescence, overnight; percent of plate control window, DMSO zero | GFP/RFP ratio change, % at 20 µM | actives 0.061% (n = 360,000);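 active = GFP/RFP ratio change of at least 30% with cell ATP level not reduced by more than half and red fluorescence within 50% of control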; also: strong numbers were not always called active
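Assay system: HT1080 RFP-PRO-GFP cells. Benchmarks: DMSO vehicle wells and RFP-L50D-GFP reporter cell wells. Times: overnight cell settling, then overnight compound exposure, 37 °C, 5% CO2. Compound: 20 µM single dose, 1% DMSO. Read-out basis: GFP/RFP fluorescence ratio.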
FAS TE block: blocks the thioesterase domain of human fatty acid synthase; P49327; recombinant FAS-TE, OMFH fluorogenic substrate, fluorescence endpoint; inhibition, % at 15 µM; actives 0.67% (n = 360,000); AID 602261;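 active = compounds whose normalised, plate-corrected inhibition of enzyme fluorescence in the single-dose primary screen is 50% or more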;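 also: 0% = DMSO with enzyme and 100% = substrate without enzyme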
Rpn11 inh: inhibitors of human proteasome Rpn11; human 26S proteasome, Ub4-pepOG fluorescence polarization; 20S core pre-blocked with epoxomicin; calls only at 20 µM; actives 0.59% (n = 360,000); AID 588493;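 active = inhibition at 20 µM, scaled to each plate's controls, above about 33%, limit read from the data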
Target sequence (O00487 whole entry, looked up): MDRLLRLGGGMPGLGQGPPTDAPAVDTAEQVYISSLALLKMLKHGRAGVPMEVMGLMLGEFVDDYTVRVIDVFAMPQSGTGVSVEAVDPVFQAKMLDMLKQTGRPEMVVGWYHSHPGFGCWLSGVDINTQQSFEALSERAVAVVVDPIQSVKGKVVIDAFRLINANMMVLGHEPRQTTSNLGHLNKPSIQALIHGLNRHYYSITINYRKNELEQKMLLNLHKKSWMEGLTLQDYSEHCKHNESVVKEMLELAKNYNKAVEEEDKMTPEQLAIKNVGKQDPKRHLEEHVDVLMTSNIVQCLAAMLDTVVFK
NadD block: NadD (S. aureus) enzyme inhibition; purified NadD enzyme, colorimetric absorbance read-out; inhibition, % at 20 µM; actives 0.78% (n = 360,000); AID 602399; in the data active = inhibition above about 26%; also: some compounds past the cut are filed as inactive
Rin1-Abl PPI inh: blocks binding of human Rin1 to Abl | TR-FRET Rin1/Abl binding, biochemical | inhibition, % at 7.35 µM | actives 0.4% (n = 360,000) | AID 588664; in the data active = inhibition above about 5%, passing the limit was not always enough
SKN-1 inh: blocks SKN-1 activity in C. elegans | C. elegans VP596 Pgst-4::GFP/RFP ratio, acrylamide-induced, 24 h | inhibition, % at 21.8 µM | actives 0.49% (n = 360,000) | AID 624304;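 active = interference check ratio from 0.5 to 1.5 plus GFP to RFP signal ratio inhibition reaching or exceeding a fixed threshold, cut at about 30% in these data, passing the limit was not always enough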; also: some compounds called inactive have numbers as strong as hits
CSN deneddyl inh: blocks human CSN-mediated cullin deneddylation. Q92905. Purified CSN, SCF-Nedd8-OG deneddylation, fluorescence polarization. inhibition, % at 12.5 µM. actives 0.38% (n = 360,000);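 active = pattern-corrected inhibition above about 35%, with an unprinted fluorescence ratio check between 0.5 and 1.5, limit read from the data, passing the limit was not always enough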;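 also: 0% = enzyme with substrate and 100% = substrate without enzyme; some results filed as inactive read as strong as hits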
Target sequence (Q92905 whole entry, looked up, one chain of several): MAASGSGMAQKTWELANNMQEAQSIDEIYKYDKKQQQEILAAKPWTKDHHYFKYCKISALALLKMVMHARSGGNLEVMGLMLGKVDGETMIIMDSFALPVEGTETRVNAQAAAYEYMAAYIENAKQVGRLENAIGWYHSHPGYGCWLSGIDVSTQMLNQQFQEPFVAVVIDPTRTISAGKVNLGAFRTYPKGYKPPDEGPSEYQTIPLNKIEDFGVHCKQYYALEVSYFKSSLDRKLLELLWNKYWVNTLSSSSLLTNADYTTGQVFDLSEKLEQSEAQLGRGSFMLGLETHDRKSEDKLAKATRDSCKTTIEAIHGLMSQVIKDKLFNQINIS
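Test system: purified human Csn5 enzyme expressed in HEK293T cells. Amount: 0.24 nM enzyme. Reagent: SCFSkp2-Nedd8OG substrate at 10 nM final. Schedule: 90 min incubation of compound, enzyme and substrate at room temperature. Detection: fluorescence polarization. Read-out: % inhibition of substrate cleavage by Csn5.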
MLLE-PAM2 inh: inhibitors of microRNA-mediated deadenylation, human PABP1 MLLE binding | GST-MLLE / FITC-PAM2 fluorescence polarization | P11940 | actives 0.36% (n = 360,000) | inhibition, % at 20 µM | AID 588489; in the data active = inhibition above about 35%, passing the limit was not always enough;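 also: plate controls were DMSO wells with GST-MLLE for no effect and wells lacking GST-MLLE protein for full effect; some results filed as inactive read as strong as hits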
Neddyl block: cullin neddylation inhibition. P61081+Q13564. TR-FRET cullin neddylation, biochemical. calls only at 25 µM. actives 0.58% (n = 360,000). AID 651699; in the data active = inhibition above about 36%
Numbers without * were called inactive; i = inactive; / = no result given; + = active, no number. Rows were taken by chance. About 3.9% of those tested had a hit in this group.

SMILES	MT1-MMP act inh	FAS TE block	Rpn11 inh	NadD block	Rin1-Abl PPI inh	SKN-1 inh	CSN deneddyl inh	MLLE-PAM2 inh	Neddyl block
Cc1ccc(S(=O)(=O)N(C)c2cc(S(N)(=O)=O)c(C)cc2C)cc1	2	-2	i	-10	-1	-20	1	-10	i
Clc1ccc(CSc2nccn2Cc2ccccc2)cc1	-7	34	i	5	2	38*	0	-108	i
O=C(N/N=C/c1ccc(Sc2ccccn2)o1)c1cc2ccccc2cc1O	4	9	i	62*	0	-4	10	-6	i
Cc1ccc(NC(=O)COC(=O)[C@H](C)N2C(=O)C3CC=CCC3C2=O)cc1S(=O)(=O)N(C)C (stereo partly specified)	1	1	i	-9	4	2	-2	-22	i
O=C(c1ccc(F)cc1)c1cc2ccc(O)cc2oc1=O	-10	-2	i	-6	1	15	-2	-8	i
C=CCNC(=O)c1onc(CSc2ccc(F)c(F)c2)c1C(=O)NCC=C	5	12	i	-15	1	12	1	-1	i
COc1ccccc1-n1c(SCC(N)=O)nnc1-c1ccc(S(=O)(=O)N2CCCCC2)cc1	-5	-9	i	-1	-1	6	-1	-47	i
Cc1nn(CC(=O)OCC(=O)c2ccccc2)c(C)c1[N+](=O)[O-]	/	4	i	6	0	-7	3	-6	i
COc1ccc(C2CC(c3c(O)cc(C)oc3=O)=NCCS2)c(OC)c1 (stereo unspecified)	-35	-8	i	1	-2	4	7	-30	i
Cc1ccc(C)c(N2CCN(C(=O)c3ccc(NS(=O)(=O)c4c(C)noc4C)cc3)CC2)c1	12	-1	i	3	-1	-2	1	4	i
Cc1ccc(NC(=O)CCNS(=O)(=O)c2ccc3c(c2)CCC(=O)N3)cc1F	2	-4	i	1	1	1	-1	-4	i
COc1ccc(OCCC(=O)NCCN2CCOCC2)cc1	2	-9	i	-4	4	-2	-8	-2	i
COc1ccc2cc(-c3ccccc3)c(=O)oc2c1	-2	4	i	-5	-1	18	0	2	/
COc1ccc(CNn2c(C)nc3ccccc3c2=O)cc1	-1	-7	i	-4	3	13	-3	19	i
O=C(c1cnn2cccnc12)N1CCN(c2ccccc2)CC1	3	-10	i	-3	-1	-2	0	-8	i

Another view of 4 compounds above.
COc1ccc(C2CC(c3c(O)cc(C)oc3=O)=NCCS2)c(OC)c1 (stereo unspecified)
  MT1-MMP act inh: -35
  FAS TE block: -8
  Rpn11 inh: i
  NadD block: 1
  Rin1-Abl PPI inh: -2
  SKN-1 inh: 4
  CSN deneddyl inh: 7
  MLLE-PAM2 inh: -30
  Neddyl block: i

C=CCNC(=O)c1onc(CSc2ccc(F)c(F)c2)c1C(=O)NCC=C
  MT1-MMP act inh: 5
  FAS TE block: 12
  Rpn11 inh: i
  NadD block: -15
  Rin1-Abl PPI inh: 1
  SKN-1 inh: 12
  CSN deneddyl inh: 1
  MLLE-PAM2 inh: -1
  Neddyl block: i

Cc1ccc(NC(=O)CCNS(=O)(=O)c2ccc3c(c2)CCC(=O)N3)cc1F
  MT1-MMP act inh: 2
  FAS TE block: -4
  Rpn11 inh: i
  NadD block: 1
  Rin1-Abl PPI inh: 1
  SKN-1 inh: 1
  CSN deneddyl inh: -1
  MLLE-PAM2 inh: -4
  Neddyl block: i

Cc1ccc(S(=O)(=O)N(C)c2cc(S(N)(=O)=O)c(C)cc2C)cc1
  MT1-MMP act inh: 2
  FAS TE block: -2
  Rpn11 inh: i
  NadD block: -10
  Rin1-Abl PPI inh: -1
  SKN-1 inh: -20
  CSN deneddyl inh: 1
  MLLE-PAM2 inh: -10
  Neddyl block: i

(listing goes on)
SMILES	MT1-MMP act inh	FAS TE block	Rpn11 inh	NadD block	Rin1-Abl PPI inh	SKN-1 inh	CSN deneddyl inh	MLLE-PAM2 inh	Neddyl block
COc1ccc(CNc2nc(-c3ccccc3)nn2C(=O)c2cccs2)cc1	-8	33	i	1	-1	6	-3	4	i
O=C(Nc1cccc(S(=O)(=O)N2CCCCC2)c1)c1cncc(Br)c1	10	12	i	-2	3	-6	0	11	i
CCN(CC)c1ccc(C(=O)Nn2c(C)nc3ccccc3c2=O)cc1	-2	-5	i	-4	-5	-2	2	8	i
COc1ccccc1CC(=O)c1ccccc1OC	0	0	i	-2	-2	12	0	-2	i
N#CCSc1ccc2nc(-c3ccccc3)cn2n1	1	-7	i	-4	5	-15	-1	12	/
CCN1CCN(c2ccc(S(=O)(=O)N3CCOCC3)cc2NC(=O)c2ccc(C(F)(F)F)cc2)CC1	1	0	i	1	2	1	-1	-67	i
C/C(CC(=O)Nc1ccc2c(c1)OCCO2)=N\NC(=O)COc1ccc(C)cc1	-2	-4	i	-6	2	-3	-1	-10	i
O=c1cc(-c2ccc(O)cc2)oc2c1ccc1ccccc12	-5	-2	+	2	1	-1	16	-22	/
CC(C)(C)S(=O)N1Cc2ccc(CO)cc2[C@@H]1CCO (stereo partly specified)	2	-6	i	2	1	7	8	5	i
O=C(CSc1ccccc1)NCC1(N2CCOCC2)CCCCC1	-2	-4	i	2	0	7	2	12	i
O=C(O)Cn1nc(-c2ccccc2)cc1-c1ccccc1	2	-5	i	2	-4	14	4	2	i
COc1ccc(C(CNC(=O)CNC(=O)c2cccc(F)c2)N2CCOCC2)cc1 (stereo unspecified)	-4	-8	i	1	5	20	4	3	i
Cn1nc(C(F)(F)F)c2cc(C(=O)N3CCOCC3)sc21	-1	-4	i	-5	-1	6	-8	6	i
COc1ccc(OC)c(C2CC(=O)Nc3cc(OC)c(OC)c(OC)c32)c1 (stereo unspecified)	6	-3	i	-3	2	17	-1	-5	i
COc1ccc(OC)c(NC(=O)c2ccc(-n3cccn3)nc2)c1	4	-1	i	-2	-3	13	-4	-5	i
O=S(=O)(NCCN1CCOCC1)c1ccc(-c2ccc(S(=O)(=O)NCCN3CCOCC3)cc2)cc1	7	1	i	-6	0	7	2	-9	i
CC1(C(=O)Nc2ccc3c(c2)OCCO3)CSCC(=O)N1CCCn1ccnc1 (stereo unspecified)	-2	/	/	/	/	4	1	/	i
COc1ccc([C@@]23Oc4cc(OC)cc(OC)c4[C@]2(O)[C@H](O)[C@H](C(=O)N(C)C)[C@H]3c2ccccc2)cc1	-48	-4	i	0	5	-10	0	-12	i
Cc1ccc(OCCN2C(=O)S/C(=C\c3ccc(C)o3)C2=O)cc1	-10	14	i	8	1	7	4	-13	i
CCN(C(=O)COC(=O)CNC(=O)c1ccc(C)c(C)c1)C1CCS(=O)(=O)C1 (stereo unspecified)	-2	-11	i	5	-3	-5	-1	-75	i
O=C(COC(=O)c1cnccn1)NCc1ccccc1Cl	1	-8	i	3	4	-5	1	-18	i
O=C(c1cc2cc(Cl)ccc2[nH]1)N1CCN(C(=O)c2ccco2)CC1	-3	2	i	20	1	21	6	-4	i
CC(C)n1ncc2c(C(=O)NCCc3ccc(F)cc3)cc(C3CC3)nc21	0	14	i	-4	0	13	-4	-23	+
COc1ccccc1-n1cnc2sc(C)c(C)c2c1=O	0	-4	i	-10	0	-18	6	7	i
CCc1ccc2[nH]c(=O)c(C(c3nnnn3CC3CCCO3)N3CCCc4ccccc43)cc2c1 (stereo unspecified)	-13	8	i	7	-4	0	-2	7	i
S=c1[nH]nc(-c2ccncc2)n1/N=C/c1ccccc1Cl	3	-2	i	1	0	-4	-2	0	i
Cc1ccc(N=C2NC(=O)/C(=C/c3cccnc3)S2)cc1C	-3	-4	i	-3	3	18	7	-8	i
O=[N+]([O-])c1cccc(C(O)C23CN4CN(CN(C4)C2)C3)c1 (stereo unspecified)	5	-4	i	-2	0	7	0	1	i
CC(Oc1nc2c(c(=O)n(C)c(=O)n2C)n1C)C1CCCCC1 (stereo unspecified)	1	1	i	4	-2	16	-2	-9	i
COC(=O)c1cn(C(=O)c2cc(Br)ccc2Cl)c2ccccc12	-2	32	i	-8	0	1	-4	5	i
Cc1ccc(-c2cc(C(=O)NCc3cn(C)nc3C)c3cc(Br)ccc3n2)cc1	11	-6	i	0	-45	8	26	3	i
CCCCN1CCN=C1N(C)C	2	-2	i	-3	6	9	-3	-9	i
CS(=O)(=O)c1ccc(-c2nnc(NC(=O)c3ccco3)o2)cc1	-6	-6	i	-4	-2	-3	-3	-5	i
CN(Cc1cc([N+](=O)[O-])ccc1Cl)C(=O)C[n+]1ccccc1	-2	-5	i	-3	-3	8	-2	-7	i
COc1cc(OC)c(S(=O)(=O)Nc2ccccc2C(=O)O)cc1S(=O)(=O)Nc1ccccc1C(=O)O	0	-2	i	0	-1	10	2	-1	i
COc1ccc(N2CCN(c3oc(COc4ccccc4Cl)nc3C#N)CC2)cc1	3	29	i	5	-2	-1	8	12	i
CCC(=O)N1CCc2cc(S(=O)(=O)CCC(=O)N(C)c3ccc(OC)cc3OC)ccc21	2	-4	i	-1	0	12	-1	-8	i
CCCC(=O)NC(C)c1nc2ccccc2n1CC (stereo unspecified)	3	-6	i	-1	-3	-9	-3	18	i
O=C1CN(CC(=O)Nc2ccc(Cl)cc2)CCN1	-1	-9	i	2	7	-16	4	11	i
Cc1cc(C)n2nc(C(=O)Nc3cccnc3)nc2n1	0	-6	i	0	-2	-26	1	-6	i
CCCCC1CCC(C(=O)N(C)CC(=O)Nc2cccc(F)c2)CC1 (stereo unspecified)	5	22	i	-7	4	8	3	-11	i
CCN(CC)C(=O)C1CCCN(Cc2ccccc2C(F)(F)F)C1 (stereo unspecified)	0	-10	i	-1	-2	-17	-5	3	i
Cc1ccc(CNC(=O)C2CCCN(c3nc4ccccc4o3)C2)cc1 (stereo unspecified)	-2	-7	i	-7	-2	0	2	8	i
O=C(O)c1cc(-c2ccco2)nn1-c1cccc(Cl)c1	-10	0	+	6	-2	5	26	-22	i
CS(=O)(=O)c1ccccc1-c1nnc(NC(=O)CCS(=O)(=O)c2ccc(Cl)cc2)o1	5	-9	i	12	-1	4	-2	1	i
CC(c1nc2ccccc2[nH]1)N(C(=O)Cc1csc2ccccc12)c1cccnc1 (stereo unspecified)	-1	-6	i	0	3	11	4	5	i
CC[C@]12c3[nH]c4ccccc4c3CCN1C(=O)C(CC(=O)NC/C=C(\C)CCC=C(C)C)C[C@@H]2C(=O)N1CCN(C(=O)C2CC2)CC1 (stereo partly specified)	-4	16	i	6	-2	-4	1	-11	i
CCOC(=O)c1[nH]c2ccc(OC)cc2c1NC(=O)c1ccc(OC)c(OC)c1	6	0	i	-1	-2	19	-2	0	i
CC1CN(C(=O)C2(C)CC2(Cl)Cl)CC(C)O1 (stereo unspecified)	2	-12	i	0	0	4	-9	4	i
COc1ccc(CN(C)C(=O)c2cc(S(=O)(=O)NCc3ccccc3)ccc2C)c(OC)c1	-5	8	i	-2	3	-3	1	4	i
COC(=O)c1c(NC(=O)C2CC(C)=C(C)CC2C(=O)O)sc2c1CCCCC2 (stereo unspecified)	0	-1	i	4	0	0	5	22	i
CCOc1ccc(NC(=O)CN(C)C(=O)Cc2ccc3c(c2)OCCO3)cc1OCC	1	-8	i	6	1	7	-9	11	i
COc1ccc([C@H]2CC(=O)C=C(c3ccc(-c4ccccc4)c(F)c3)C2)cc1	1	23	i	-3	3	4	-2	24	i
Cn1c(SCc2ccc(C(C)(C)C)cc2)nnc1C1COc2ccccc2O1 (stereo unspecified)	0	18	i	-2	-1	18	-3	2	i
CSCCC(C(=O)NCc1ccccc1)n1c(-c2ccc3c(c2)CCO3)nc2ccccc21 (stereo unspecified)	-1	/	/	/	/	10	-4	/	i
CC(C)Cc1ccc(C(=O)NCCOc2ccccc2)o1	11	6	i	0	3	7	4	4	i
